# PfGluPho inh: PfG6PD enzyme inhibitors, primary screen, biochemical, fluorescence intensity, uHTS. glucose-6-phosphate dehydrogenase-6-phosphogluconolactonase (Plasmodium falciparum 3D7). PfGluPho enzyme, NADPH resazurin-diaphorase fluorescence. inhibition, % at 20 µM. 350,000 compounds, 0.78% hits. AID 504690, 2011;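 active = inhibition reaching at least a set limit at 20 µM in the primary screen, cut at about 59% in these data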;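 also: 0% = DMSO wells with substrate and 100% = DMSO wells lacking glucose-6-phosphate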
# SENP6 inh: SENP6 protease inhibitors, primary screen, biochemical, luminescence, uHTS; Recombinant SENP6 catalytic domain, aminoluciferin luminescence; inhibition, % at 10 µM; 330,000 compounds, 1.8% hits; AID 2599, 2010;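 active = inhibition above about 50% at the single tested dose, limit read from the data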;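 also: plate controls were DMSO wells with enzyme for no effect and DMSO wells lacking enzyme for full effect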
# Target sequence (Q9GZR1 628-1112 limits assumed): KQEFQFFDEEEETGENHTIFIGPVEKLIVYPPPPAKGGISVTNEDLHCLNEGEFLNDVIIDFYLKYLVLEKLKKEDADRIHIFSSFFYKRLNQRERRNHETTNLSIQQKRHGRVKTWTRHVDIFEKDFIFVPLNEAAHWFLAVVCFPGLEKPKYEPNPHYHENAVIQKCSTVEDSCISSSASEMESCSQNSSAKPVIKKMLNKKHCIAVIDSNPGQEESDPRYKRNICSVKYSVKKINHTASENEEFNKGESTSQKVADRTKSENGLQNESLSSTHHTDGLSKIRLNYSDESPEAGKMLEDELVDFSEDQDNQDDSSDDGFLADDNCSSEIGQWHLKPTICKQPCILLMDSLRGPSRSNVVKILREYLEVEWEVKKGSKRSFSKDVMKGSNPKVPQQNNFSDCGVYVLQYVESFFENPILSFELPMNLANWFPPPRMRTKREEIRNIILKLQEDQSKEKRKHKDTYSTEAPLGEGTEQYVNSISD
# SENP8 block-1: SENP8 protease inhibitors, primary screen, biochemical, luminescence | Sentrin-specific protease 8 (Homo sapiens), Q96LD8 | purified SENP8, Z-RLRGG-aminoluciferin cleavage | inhibition, % at 10 µM | 330,000 compounds, 1.2% hits | AID 2540, 2010; in the data active = inhibition above about 50%
# Target sequence (Q96LD8 whole entry, looked up): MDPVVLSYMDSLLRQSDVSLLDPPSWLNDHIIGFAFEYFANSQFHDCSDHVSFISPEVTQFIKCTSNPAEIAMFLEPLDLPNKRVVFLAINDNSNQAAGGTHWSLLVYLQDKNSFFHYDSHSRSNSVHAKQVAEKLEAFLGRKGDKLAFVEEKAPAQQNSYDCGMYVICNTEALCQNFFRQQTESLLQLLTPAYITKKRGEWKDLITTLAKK
# SENP1 FRET inh: human SENP1 catalytic domain inhibitors, primary screen, biochemical, FRET, uHTS; inhibition, % at 10 µM; 360,000 compounds, 0.21% hits; Sentrin-specific protease 1 (Homo sapiens), Q9P0U3; recombinant SENP1 catalytic domain, CyPet-SUMO1-YPet FRET cleavage;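 active = inhibition at least 30% at 10 µM, raw YFP signal under a set limit, fluorescence ratio 0.5 to 1.5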;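 also: 0% = enzyme with DMSO and 100% = no enzyme wells; some results filed as inactive read as strong as hits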
#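 Assay system: hSENP1 catalytic domain, recombinant. Amount: SENP1 enzyme, 20 pM final. Schedule: 50 min reaction, RT, dark. Technique: FRET, CFP and YFP emission. Control set: no-enzyme wells low, DMSO-plus-enzyme wells high control.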
# HKDC1 inhibitor: HKDC1 hexokinase inhibitors, primary screen, biochemical, fluorescence, uHTS | Q2TB90 | recombinant HKDC1, G6PDH/diaphorase resazurin coupled fluorescence | inhibition, % at 20 µM | 340,000 compounds, 0.16% hits;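 active = inhibition above about 35% when tested at 20 µM, limit read from the data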;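 also: plate controls were DMSO wells with enzyme for no effect and DMSO wells lacking enzyme for full effect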
#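 Test system: HK5 enzyme. Quantity: 5 µg/mL HK5 final. Reagent: glucose and ATP substrates. Schedule: 90 min reaction incubation at room temperature, dark. Technique: resazurin-to-resorufin fluorescence via G6PDH and diaphorase coupling, 525/613 nm. Control set: DMSO wells with and without enzyme mix.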
# SENP7 inh: SENP7 protease inhibitors, primary screen, biochemical, luminescence, uHTS; 330,000 compounds, 1.5% hits; recombinant SENP7, Z-RLRGG-aminoluciferin luminescence, 40 min; inhibition, % at 5 µM; AID 434973, 2010;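 active = inhibition above about 50% at the single test dose, limit read from the data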;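 also: plate controls were DMSO with enzyme for no effect and no enzyme buffer wells for full effect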
# Target sequence (Q9BQF6 706-1050 limits assumed): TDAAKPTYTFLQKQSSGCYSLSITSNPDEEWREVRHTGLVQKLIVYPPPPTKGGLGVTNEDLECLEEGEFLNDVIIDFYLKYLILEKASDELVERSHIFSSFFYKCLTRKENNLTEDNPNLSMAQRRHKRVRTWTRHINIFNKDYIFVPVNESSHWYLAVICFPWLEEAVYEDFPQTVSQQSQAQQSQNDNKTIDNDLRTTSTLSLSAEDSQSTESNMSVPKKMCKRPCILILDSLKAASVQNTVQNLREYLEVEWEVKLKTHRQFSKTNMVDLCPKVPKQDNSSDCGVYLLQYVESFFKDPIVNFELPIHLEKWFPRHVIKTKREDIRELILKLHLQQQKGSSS
# Apaf-1 inh: inhibitors of human Apaf-1 apoptosome, primary screen, biochemical, DEVD-Rh110 fluorescence, uHTS | Apoptotic protease-activating factor 1 (Homo sapiens), O14727 | reconstituted apoptosome caspase-3 activity | inhibition, % at 20 µM | 330,000 compounds, 0.71% hits; active = inhibition of at least 40% at 20 µM;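 also: plate controls were DMSO wells for no effect and DEVD-CHO caspase inhibitor wells for full effect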
#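 Assay system: Apoptosome proteins | Medium: pH 7.5 Hepes buffer with CHAPS, BSA, DTT | Also added: Cytochrome c and DEVD-Rh110 substrate | Times: 30 min plus 50 min, RT | Detection: Rhodamine 110 fluorescence at Ex 480/Em 540 nm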
# SENP8 block-2: human SENP8 protease inhibitors, primary screen, biochemical, fluorescence, Nedd8 protein substrate, uHTS. Sentrin-specific protease 8 (Homo sapiens), Q96LD8. AID 602440, 2012. inhibition, % at 20 µM. recombinant SENP8. 360,000 compounds, 0.64% hits; in the data active = inhibition mostly above about 40%, no sharp cut-off; inactive = mostly below about 27%
# Active calls of the source: *; i = inactive; / = no result given.
Compound	PfGluPho inh	SENP6 inh	SENP8 block-1	SENP1 FRET inh	HKDC1 inhibitor	SENP7 inh	Apaf-1 inh	SENP8 block-2
Cc1cc(=O)[nH]c(N/N=C/C2=C(N3CCOCC3)C(=C\c3ccc(Cl)cc3)/CC2)n1	1	-3	-8	10	9	3	19	-40
CCN1CCN(c2ccc(S(=O)(=O)N3CCCCC3)cc2NC(=O)c2ccc(C)c(C)c2)CC1	5	/	/	-3	4	/	/	6
Cc1coc2cc3oc(=O)c(CC(=O)N4C[C@H]5C[C@@H](C4)c4cccc(=O)n4C5)c(C)c3cc12	16	-8	2	-5	4	2	-5	-218
COc1ccc(C(=O)N2CCCCC2)cc1S(=O)(=O)Nc1ccccc1	-5	3	9	0	8	5	-20	6
COc1cccc(Nc2nc3ccccc3n3cnnc23)c1	22	22	4	-12	2	2	12	-128
COc1ccc(S(=O)(=O)N2CCOCC2)cc1NC(=O)COc1ccccc1OC	-3	-7	6	0	-7	-2	4	8
COCCN(CC1CCCN(C2Cc3ccccc3C2)C1)C(=O)CCC(C)=O (stereo unspecified)	-1	0	-1	-3	-5	4	-1	0
CC(Sc1nc2ccccc2c(=O)n1C)C(=O)Nc1ccc2c(c1)OCCO2 (stereo unspecified)	5	-3	5	3	-1	3	7	19
O=C(O)CCCn1ccc2cc(S(=O)(=O)N3CCCC3)ccc21	-1	-6	-1	-3	-6	-2	-3	3
COc1ccc(OC(=O)CCc2c[nH]c3ccccc23)cc1	5	4	0	3	-6	-10	-7	7
COc1ccc(CCNC(=O)c2nn(C)c3c2CS(=O)(=O)c2ccccc2-3)c(OC)c1	-13	-15	-5	3	-5	5	6	-1
C/C=C/C=C\C(=O)Nc1cccc(C2=NOC3(C2)C[C@@H](C(N)=O)N(C(=O)c2cc([N+](=O)[O-])cc([N+](=O)[O-])c2)C3)c1 (stereo partly specified)	25	9	2	3	7	-1	12	18
O=C(NC(=S)NC1CCCC1)c1ccccc1	10	-27	-16	0	3	7	-4	0
CCOc1ccccc1N(C)S(=O)(=O)c1ccc2c(c1)N(C(C)=O)CCO2	3	5	11	0	-8	7	8	16
O=C(O)CN1C(=O)CCS(=O)c2ccccc21 (stereo unspecified)	-9	-15	-3	1	8	5	-1	-1
Cc1ccc(C(=O)C2OC(=O)C(C)(C)C(=O)C2(C)C)cc1 (stereo unspecified)	-2	-8	-7	1	-5	23	-6	20
O=C(O)CCCC(=O)Nc1ccc(OCc2nc3ccccc3s2)cc1	38	0	-18	1	-6	-10	-5	9
CN1CCN(Cc2c(O)c(Cl)cc3c(-c4ccccc4)cc(=O)oc23)CC1	10	-12	-3	-19	2	-3	-7	i
CCN(CC)S(=O)(=O)c1cc(C(=O)Nc2nncs2)c(Cl)cc1Cl	-33	23	5	-1	-5	6	0	13
C/C(=N\N=c1/sc2ccccc2n1C)c1ccccn1	5	-17	-10	0	-6	-10	20	23
CC1CCCC(NC(=O)CCNC(=O)c2ccc(Br)cc2)C1C (stereo unspecified)	6	1	-7	2	-4	-4	3	4
CCC(C)Sc1nc2c(c(=O)[nH]c(=O)n2C)n1Cc1ccccc1Cl (stereo unspecified)	10	4	-5	0	0	-3	13	5
CCc1nnc(NS(=O)(=O)c2ccc(NC(=O)c3cccc4ccccc34)cc2)s1	-37	8	0	0	2	6	4	8
O=C1COc2ccc(C(=O)CSc3ccc(Br)cc3)cc2N1	32	-10	-12	2	0	-3	33	14
CC(C)C[C@@H](N)c1nnc(SCC(=O)c2ccc(Cl)cc2)o1	6	1	2	1	-11	1	-13	-6
COc1ccc(S(=O)Cc2ccc(C(=O)N3CCN(c4cccc(C)c4C)CC3)o2)cc1 (stereo unspecified)	9	-2	2	0	-2	1	9	0
COc1ccccc1C(=O)NN=C1CCN(Cc2ccccc2)CC1	7	-5	-7	2	-7	7	3	14
O=c1c2cn[nH]c2nc(SCc2ccccc2F)n1-c1ccc(Br)cc1	11	-71	-31	-1	3	-11	20	5
O=C(c1c(F)cccc1F)N1CCN(c2ncccn2)CC1	3	-5	-5	1	-4	-1	-14	-1
Cc1ccc(NC(=O)c2cccc(N3C(=O)CCC3=O)c2)nc1	-1	-11	1	1	-5	-3	-10	20
CCS(=O)(=O)N1Cc2ccccc2CC1C(=O)Nc1nnc(C2CC2)s1 (stereo unspecified)	0	-18	-12	-2	4	2	-1	-9
Cc1ccc2[nH]cc(CCCN3C(=O)c4ccccc4C3=O)c2c1	5	2	-7	1	-4	-9	-4	9
Cc1ccc(NC(=O)CC2C(=O)NCCN2C(=O)c2ccc(F)cc2)cc1 (stereo unspecified)	-2	6	5	0	-6	-9	4	5
CCCCN1CCNC[C@@H]1c1ccccc1	-6	-3	5	0	-3	0	-1	8
C1=C(CCNc2nnnn2-c2ccccc2)CCCC1	6	16	7	-2	4	2	7	2
CC1CC(C)CN(C(=O)CN2CCN(Cc3ccc(Cl)cc3)C2=O)C1 (stereo unspecified)	8	6	-8	-3	-2	-9	17	24
O=C(Cn1cc[n+](CC(=O)c2ccccc2)c1)c1ccccc1	-1	-10	-4	3	-3	-3	-2	14
COC(=O)c1ccccc1S(=O)(=O)N1CCC(C(=O)N(C)CCOc2ccccc2)CC1	-18	-4	1	-1	-2	3	7	8
CCOC(=O)c1c(NC(=O)CN2C(=O)NC3(CCC(C)CC3)C2=O)sc(C)c1-c1ccc(C)cc1 (stereo unspecified)	-19	0	6	3	-3	-1	1	15
CC1CCCCC12NC(=O)N(CC(=O)NCC(=O)Nc1ccc(F)c(F)c1F)C2=O (stereo unspecified)	8	1	12	-1	12	-2	-1	1
CCOCCCNS(=O)(=O)c1ccc(NC(=O)c2ccc(OC)c([N+](=O)[O-])c2)cc1	-8	15	7	3	16	7	-9	15
COc1ccc(CNC(=O)C2CCCN2S(=O)(=O)c2ccc(S(=O)(=O)N(C)C)cc2)cc1 (stereo unspecified)	-16	6	-9	2	1	2	8	12
Cc1ccc(S(=O)(=O)NCC(=O)N(CC(=O)NCc2ccco2)Cc2ccc(F)cc2)cc1	-13	-2	-2	-2	3	6	3	5
COCCCNC(=O)CCc1ccccc1	-7	5	-6	3	-8	-9	7	5
O=C(CN1C(=O)NC2(CCCC2)C1=O)OCCOc1ccc(F)cc1	10	-9	-7	0	-11	2	13	3
CCCC12CN3CC(CCC)(CN(C1)C3c1ccco1)C2=O (stereo unspecified)	-4	21	-3	2	-7	5	-15	34
O=C(O)CN1C(=O)NC2(CCOc3ccccc32)C1=O (stereo unspecified)	-1	-5	3	-1	-7	2	-25	12
Cc1cc(C)c(NC(=O)CN(C)S(=O)(=O)c2ccc3c(c2)n(C)c(=O)c(=O)n3C)c(C)c1	5	-6	-13	1	-3	0	-1	-62
O=C(O)c1ccc(CS(=O)(=O)c2ccc(Br)cc2)cc1	0	1	-9	2	3	-7	-3	12
CC1CCN(c2ncnc3nc[nH]c23)CC1	3	6	2	2	-2	0	9	10
O=C(COC(=O)CNC(=O)c1ccco1)NCc1ccc(F)cc1	4	-4	-7	0	6	-7	-3	10
COC(=O)C1CC(O)CN1S(=O)(=O)c1ccc2ccccc2c1 (stereo unspecified)	-5	-1	-5	0	-1	5	-1	12
O=C(CSc1c2c(nc3cc(Cl)ccc13)CCCC2)NCCN1CCOCC1	6	-1	-12	-2	0	-2	7	7
CCN(Cc1ccccc1)C(=O)CN1C(=O)c2ccccc2S1(=O)=O	-2	4	1	3	-6	3	3	9
CCOc1ccc2c(c1)C(C)=CC(C)(C)N2S(=O)(=O)c1ccc(C)cc1	8	3	4	4	-1	3	16	7
CN(Cc1cccs1)C(=O)/C=C/c1ccccc1[N+](=O)[O-]	-7	2	-6	0	1	-2	-1	18
CCOC(=O)C1(Cc2ccccc2C)CCCN(C(=O)c2sccc2C)C1 (stereo unspecified)	-3	-11	-5	1	9	-11	22	7
CCN(C(=O)CN1CCCCC1)C1(C)C(=O)c2ccccc2C1=O	11	-7	2	1	5	-4	-10	-92
O=C(CN1CCNC(=O)C1)NCCc1ccc(Cl)cc1Cl	-9	-1	4	2	-4	6	-14	2
COc1cc2c(cc1OC)[C@@H](NC(=O)Cc1ccc(F)cc1)[C@H](OCc1ccccc1)C2	4	/	/	2	-5	9	16	7

# (further entries)
Compound	PfGluPho inh	SENP6 inh	SENP8 block-1	SENP1 FRET inh	HKDC1 inhibitor	SENP7 inh	Apaf-1 inh	SENP8 block-2
CCC1Nc2ccccc2-c2nnc(SC)nc2O1 (stereo unspecified)	-11	8	6	5	0	-1	1	21
Cc1cccc(C)c1NC(=S)Nc1c(C)n(C)n(-c2ccccc2)c1=O	-12	-2	-4	1	-5	7	3	11
COc1ccc(S(=O)(=O)Nc2cccc(NC(C)=O)c2)cc1	-6	1	-3	2	-10	-5	-1	8
Nc1nc(N)c2cc([N+](=O)[O-])ccc2n1	1	/	/	-3	-2	/	/	15
Cc1cc(C)cc(NC(=O)COc2ccc(C(=S)N3CCOCC3)cc2)c1	-5	10	1	1	-10	4	14	10
O=C(NCc1ccccc1)C1CCN(C(=O)Cc2ccccc2)CC1	1	-9	0	5	-1	-1	-21	3
COc1ccc(C2/C(=C(\O)c3ccc(OC)c(Cl)c3)C(=O)C(=O)N2CCN(C)C)cc1 (stereo unspecified)	-16	6	2	-2	3	-1	18	-10
CCCc1cc(NCCCN2CCOCC2)n2c(nc3ccccc32)c1C#N	21	-9	-9	-120	22	-10	6	-413
CC1(c2ccccc2)NC(=O)N(CCOc2ccccc2)C1=O (stereo unspecified)	-9	6	13	2	-4	9	-40	19

# 6 compounds already listed, arranged by molecular weight, falling.
Compound	PfGluPho inh	SENP6 inh	SENP8 block-1	SENP1 FRET inh	HKDC1 inhibitor	SENP7 inh	Apaf-1 inh	SENP8 block-2
COc1ccc(C2/C(=C(\O)c3ccc(OC)c(Cl)c3)C(=O)C(=O)N2CCN(C)C)cc1 (stereo unspecified)	-16	6	2	-2	3	-1	18	-10
Cc1cc(C)cc(NC(=O)COc2ccc(C(=S)N3CCOCC3)cc2)c1	-5	10	1	1	-10	4	14	10
CCCc1cc(NCCCN2CCOCC2)n2c(nc3ccccc32)c1C#N	21	-9	-9	-120	22	-10	6	-413
Cc1cccc(C)c1NC(=S)Nc1c(C)n(C)n(-c2ccccc2)c1=O	-12	-2	-4	1	-5	7	3	11
O=C(NCc1ccccc1)C1CCN(C(=O)Cc2ccccc2)CC1	1	-9	0	5	-1	-1	-21	3
CC1(c2ccccc2)NC(=O)N(CCOc2ccccc2)C1=O (stereo unspecified)	-9	6	13	2	-4	9	-40	19
